U2OS ROS induce = ROS inducers in U2OS cancer cells, primary screen, cell-based, H2DCF-DA fluorescence | U2OS ROS induction | ROS induction (% of piperlongumine), % at 10 µM | 46,000 tested, 2% active; in the data active = ROS induction above about 79%, passing the limit was not always enough; inconclusive = no clear call, values can overlap the other calls;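 also: 0% = DMSO vehicle median and 100% = reference compound median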
The depositor's hits bear a star; ? = inconclusive. Only part of the results is shown; the hit share may differ from the screen's.

SMILES	U2OS ROS induce
CNC[C@@H]1OCCCC[C@@H](C)Oc2ccc(NS(C)(=O)=O)cc2C(=O)N([C@H](C)CO)C[C@@H]1C	-11
NC(=O)c1ccccc1NC(=O)c1cccc(Br)c1	-2
COC(=O)CCCCCCC(=O)N/N=C/c1ccc(OCc2ccccc2)cc1O	13
C[C@@H]1CN([C@H](C)CO)C(=O)Cc2cc(NC(=O)Cc3ccccc3)ccc2O[C@@H]1CN(C)C(=O)Nc1cccc2ccccc12	55
Cc1ccccc1-c1nnc(SCC(=O)Nc2ccc(Oc3ccccc3)cc2)n1C	-6
COc1ccccc1CC(=O)Nc1cc(Cl)ccc1O	32
FC(F)(F)COc1nc(N2CCCCC2)nc(N(c2ccccc2)c2ccccc2)n1	?
CNC(=O)Cn1ncc2c(C)n(Cc3ccccc3)c(C)c2c1=O	-5
COC(=O)c1sccc1-n1cc(C#N)c(=O)n(C)c1=O	-12
C[C@@H]1CCCCO[C@H](CN(C)S(=O)(=O)c2ccc(Cl)cc2)[C@@H](C)CN([C@H](C)CO)C(=O)c2cc(NC(=O)c3ccccc3)ccc2O1	50
C[N+]1(C/C=C2/COCO2)CCCCC1	5
C[C@H](CO)N1C[C@H](C)[C@@H](CN(C)C(=O)Nc2ccc3c(c2)OCO3)Oc2ccc(N(C)C)cc2C1=O	5
FC(F)(F)c1ccc(N2CCN(Cc3cn[nH]c3-c3ccccc3)CC2)nc1	-18
COc1ccc(OCc2nnc3n2N=C(c2ccc(Br)cc2)CS3)cc1	47
O=C(NCCc1ccc(S(=O)(=O)N2CCCC2)cc1)c1cccc2ccccc12	31
C[C@H](CO)N1C[C@H](C)[C@H](CN(C)C(=O)Nc2ccc3c(c2)OCO3)Oc2ccc(NC(=O)Nc3ccc4c(c3)OCO4)cc2C1=O	0
Cc1ccc(S(=O)(=O)N(C)C[C@H]2Oc3c(NC(=O)NC4CCCCC4)cccc3C(=O)N([C@H](C)CO)C[C@H]2C)cc1	-5
Cc1cccc(Nc2ccccc2C(=O)O)c1C	8
COc1ccc(NC(=O)N(C)C[C@@H]2Oc3ccc(NC(=O)Nc4ccc(C(F)(F)F)cc4)cc3CC(=O)N([C@H](C)CO)C[C@@H]2C)cc1	45
CSC1=NC=C(C#N)C2=NC(c3ccc(Cl)cc3)NN12 (stereo unspecified)	7
COC(=O)c1ccc(NC(=O)CSc2nc(=O)cc(N)n2-c2ccccc2)cc1	-10
CSc1n[nH]c(NC(=O)Nc2ccccc2)c1S(=O)(=O)c1ccc(Cl)cc1	12
Cc1nc(CSc2ncnc3sc4c(c23)CCC4)cs1	-14
O=S(=O)(CCN1CCN(C(c2ccccc2)c2ccccc2)CC1)c1ccc(Cl)cc1	1
CC1=C(C(=O)OC(C)C)C(C2CC=CCC2)NC(=O)N1 (stereo unspecified)	-9
C[C@H]1CN([C@@H](C)CO)C(=O)Cc2cc(NC(=O)Nc3cccc4ccccc34)ccc2O[C@@H]1CN(C)Cc1ccc(C(=O)Nc2ccccc2N)cc1	7
C[C@@H]1CN([C@H](C)CO)C(=O)c2cc(NC(=O)Nc3ccc(C(F)(F)F)cc3)ccc2O[C@H]1CN(C)C(=O)Nc1ccccc1	23
C[C@H]1CN([C@@H](C)CO)C(=O)CCCn2nncc2CO[C@H]1CN(C)C(=O)Nc1ccnc(N2CCOCC2)c1	36
Fc1ccccc1OCCSc1nc2ccccc2s1	13
COc1ccc(S(=O)(=O)N(C)C[C@H]2Oc3ccc(NC(=O)Nc4c(C)noc4C)cc3C(=O)N([C@@H](C)CO)C[C@@H]2C)cc1	-5
C[C@@H]1CN([C@H](C)CO)C(=O)c2cc(NC(=O)Nc3cccc4ccccc34)ccc2O[C@@H]1CN(C)C(=O)Nc1cccc2ccccc12	-1
Cc1ccc(OCC(=O)NC(=S)Nc2cc(-c3nc4ncccc4o3)ccc2Cl)cc1	-7
N#Cc1ccccc1NC(=O)CCSc1nc(-c2ccccc2)c2cc(Cl)ccc2n1	-4
COc1ccc(S(=O)(=O)N(C)C[C@H]2Oc3c(NC(=O)c4ccncc4)cccc3C(=O)N([C@H](C)CO)C[C@@H]2C)cc1	36
C[C@@H]1CN([C@H](C)CO)C(=O)c2cccc(NC(=O)c3ccc(-c4nccs4)cc3)c2O[C@H]1CN(C)CC1CC1	3
Cn1c(=O)c2c(ncn2CC(=O)Nc2ccccc2Sc2ccccc2)n(C)c1=O	-8
CC(C)CN(CC(C)C)C(=O)c1cc2ccccc2oc1=O	24
Cc1cc(=O)[nH]c(SCC(=O)Nc2cccc3ccccc23)n1	8
C[C@@H]1CN([C@H](C)CO)C(=O)CCCn2cc(nn2)CO[C@H]1CN(C)C(=O)Nc1ccc(C(C)(C)C)cc1	-5
CCn1c(=NC(=O)c2ccc(S(=O)(=O)N3CCCC3)cc2)sc2c3ccccc3ccc21	-10

7 compounds from above, arranged by molar mass, low to high:
SMILES	U2OS ROS induce
COc1ccccc1CC(=O)Nc1cc(Cl)ccc1O	32
Cn1c(=O)c2c(ncn2CC(=O)Nc2ccccc2Sc2ccccc2)n(C)c1=O	-8
CSc1n[nH]c(NC(=O)Nc2ccccc2)c1S(=O)(=O)c1ccc(Cl)cc1	12
FC(F)(F)COc1nc(N2CCCCC2)nc(N(c2ccccc2)c2ccccc2)n1	?
N#Cc1ccccc1NC(=O)CCSc1nc(-c2ccccc2)c2cc(Cl)ccc2n1	-4
COc1ccc(S(=O)(=O)N(C)C[C@H]2Oc3ccc(NC(=O)Nc4c(C)noc4C)cc3C(=O)N([C@@H](C)CO)C[C@@H]2C)cc1	-5
C[C@@H]1CCCCO[C@H](CN(C)S(=O)(=O)c2ccc(Cl)cc2)[C@@H](C)CN([C@H](C)CO)C(=O)c2cc(NC(=O)c3ccccc3)ccc2O1	50

The listing picks up; the two compounds before the break are reprinted first.
SMILES	U2OS ROS induce
C[C@@H]1CN([C@H](C)CO)C(=O)CCCn2cc(nn2)CO[C@H]1CN(C)C(=O)Nc1ccc(C(C)(C)C)cc1	-5
CCn1c(=NC(=O)c2ccc(S(=O)(=O)N3CCCC3)cc2)sc2c3ccccc3ccc21	-10
CS(=O)(=O)N(CC(=O)Nc1ccc(F)cc1)c1ccc(Cl)c(Cl)c1	5
O=C(CN(C1CCCCC1)S(=O)(=O)c1ccc(Cl)cc1)Nc1ccccc1C(F)(F)F	12
C[C@H](CO)N1C[C@H](C)[C@@H](CN(C)S(=O)(=O)c2ccccc2)Oc2c(NC(=O)Nc3ccc(F)cc3)cccc2C1=O	11
C[C@H](CO)N1C[C@H](C)[C@H](CN(C)S(=O)(=O)c2ccc3ccccc3c2)OCc2cnnn2CCCC1=O	23
COc1ccccc1CN1C(=O)c2ccccc2[C@@H](C(=O)NCc2ccccc2)[C@@H]1c1ccc(CO)cc1	3
O=c1c2cnn(-c3ccccc3)c2ncn1C/C=C/c1ccccc1	26
CCC(NC(C)C)C(O)c1ccc(O)c(O)c1 (stereo unspecified)	-11
C[C@H](CO)N1C[C@H](C)[C@H](CN(C)S(=O)(=O)c2ccc(F)cc2)OCc2cn(nn2)CCCC1=O	-3
COc1ccc(S(=O)(=O)N(C)C[C@@H]2Oc3ccc(NS(=O)(=O)c4ccc(F)cc4)cc3C(=O)N([C@H](C)CO)C[C@H]2C)cc1	13
O=C(Cn1ccc2ccccc2c1=O)NCCC(=O)NC1CC1	-21
CC(=O)Nc1cccc(-c2nnc(SCC(=O)N3CCN(c4ccccc4)CC3)n2C)c1	-3
C[C@@H]1CN([C@H](C)CO)C(=O)c2cccc(NC(=O)Nc3ccc(F)cc3)c2O[C@H]1CN(C)Cc1ccc(C(F)(F)F)cc1	13
CC1(C)CC(n2c(NCCO)nc3c(c2=O)C2(CCCCC2)Cc2ccccc2-3)CCO1 (stereo unspecified)	2
COc1ccc2c(Sc3ccccc3)c(C(=O)NC3CCCC3)[nH]c2c1	-8
C[C@H](CO)N1C[C@H](C)[C@@H](CN(C)S(=O)(=O)c2ccc(Cl)cc2)Oc2c(NC(=O)CCCCCC(=O)Nc3ccccc3N)cccc2C1=O	25
COc1ccc(NC(=O)Nc2ccc3c(c2)C(=O)N([C@H](C)CO)C[C@H](C)[C@@H](CN(C)S(=O)(=O)c2ccc(OC)cc2)O3)cc1	-5
Cc1noc(C)c1S(=O)(=O)Nc1ccc2c(c1)C(=O)N([C@@H](C)CO)C[C@@H](C)[C@H](CN(C)S(=O)(=O)c1ccc(F)cc1)O2	5
CC(=O)c1cccc(NC(=O)CN(c2ccc(Br)c(C)c2)S(C)(=O)=O)c1	-5
C[C@H]1CN([C@@H](C)CO)C(=O)c2cccc(NS(C)(=O)=O)c2O[C@@H]1CN(C)Cc1ccc(C(=O)Nc2ccccc2N)cc1	18
C[C@H](CO)N1C[C@H](C)[C@H](CN(C)C(=O)Nc2ccc(F)cc2)Oc2ncc(-c3cc4ccccc4o3)cc2C1=O	130*
C[C@@H]1CN([C@H](C)CO)C(=O)c2cc(NC(=O)Nc3ccccc3)ccc2O[C@@H]1CN(C)Cc1ccc(C(F)(F)F)cc1	10
COC(=O)c1ccc(CSc2nnc(CN3CCOCC3)n2C)cc1	-2
NC(=S)N1N=C(c2ccccc2)CC1c1ccccc1 (stereo unspecified)	5
C[C@@H]1CN([C@H](C)CO)C(=O)c2cc(NS(=O)(=O)c3ccccc3)ccc2O[C@H]1CN(C)S(=O)(=O)c1cccs1	11
Fc1ccccc1-c1n[nH]c(=S)n1CCCN1CCOCC1	7
CC(C)NC(=O)N(C)C[C@H]1Oc2c(NC(=O)CCCCCC(=O)Nc3ccccc3N)cccc2C(=O)N([C@@H](C)CO)C[C@H]1C	-12
CNC[C@@H]1Oc2c(NC(=O)c3cc(C)nn3C)cccc2C(=O)N([C@@H](C)CO)C[C@@H]1C	-11
COC(=O)c1sccc1NC(=O)Cn1cnc2c1c(=O)n(C)c(=O)n2C	8
COc1ccc(NC(=O)Nc2ccc3c(c2)CC(=O)N([C@@H](C)CO)C[C@H](C)[C@H](CN(C)C(=O)Nc2ccc(F)cc2)O3)cc1	-3
C[C@@H]1CN([C@H](C)CO)C(=O)c2cccc(NC(=O)NC3CCCCC3)c2O[C@@H]1CN(C)Cc1ccc(C(=O)O)cc1	3
CC(=O)O[C@@H]1[C@@H](OC(=O)/C=C/c2ccccc2)[C@H](C)O[C@@H](O[C@H]2[C@@H]3C=CO[C@@H](O[C@@H]4O[C@H](CO)[C@@H](O)[C@H](O)[C@H]4O)[C@@H]3[C@@]3(CO)O[C@@H]23)[C@@H]1OC(C)=O	-7
C=CC[C@]12N=C(c3ccc(OCCCO)cc3)O[C@H]1c1ccccc1CN(Cc1ccccc1)C2=O	11
COc1cccc(C2=Nc3cccc4cccc(c34)N2)c1	42
C[C@H]1CN([C@@H](C)CO)C(=O)c2cc(NS(=O)(=O)c3cn(C)cn3)ccc2O[C@@H]1CN(C)C(=O)Nc1ccc(F)cc1	-7
C[C@@H]1CN([C@@H](C)CO)C(=O)Cc2cc(NC(=O)CCN3CCOCC3)ccc2O[C@@H]1CN(C)Cc1ccc(-c2ccccc2)cc1	48
Cc1noc(C)c1NC(=O)Nc1cccc2c1O[C@@H](CN(C)Cc1ccncc1)[C@H](C)CN([C@@H](C)CO)C2=O	-10
C[C@@H]1CN([C@H](C)CO)C(=O)Cc2cc(NC(=O)C3CCCCC3)ccc2O[C@H]1CN(C)Cc1ccc(Oc2ccccc2)cc1	2
COc1cc2cc3c4cc(OC)c(OC)cc4cc[n+]3c(C)c2cc1OC	-1
CC1CCN(S(=O)(=O)c2ccc3nc(-c4ccccn4)cc(C(=O)NC4CCCC4)c3c2)CC1	-13
Cn1c(=O)c2[nH]c(C3CCCC3)nc2n(C)c1=O	-7
O=C(O)c1cccc(/C=N/NC(=O)c2ccc(C(=O)NO)cc2)c1	-8
CCn1c(C)nnc1SCc1ccccc1	-8
CC(=O)OC[C@H]1O[C@@H](Oc2ccccc2COC(=O)C2(O)C=CCCC2=O)[C@H](OC(C)=O)[C@@H](O)[C@@H]1O (stereo partly specified)	-3
CC(C)NC(=O)Nc1cccc2c1O[C@H](CN(C)CC1CCCCC1)[C@H](C)CN([C@@H](C)CO)C2=O	-4
Cc1ccccc1/C=N/NC(=O)CCCCCC(=O)O	-19
CC(C)(C)NC(=O)c1cccc(NC(=O)COc2ccc3ccccc3c2)c1	3
CCCN(C)C[C@@H]1OCCCC[C@@H](C)Oc2ccc(NS(=O)(=O)c3c(C)noc3C)cc2C(=O)N([C@H](C)CO)C[C@@H]1C	-8
CCc1ccc(S(=O)(=O)/N=C2/C=C(Nc3ccccc3)C(=O)c3ccccc32)cc1	23
COc1ccc(S(=O)(=O)N(C)C[C@@H]2Oc3ccc(NC(=O)CCCN(C)C)cc3C(=O)N([C@@H](C)CO)C[C@@H]2C)cc1	-9
COc1ccc(S(=O)(=O)N(C)C[C@H]2Oc3ccc(NS(=O)(=O)c4ccc(F)cc4)cc3CC(=O)N([C@@H](C)CO)C[C@@H]2C)cc1	8
CCOC(=O)c1ccc(NC(=S)NCCN2CCNC2=O)cc1	-15
CC[C@]12CCCN3CCc4c(n(c5ccccc45)C(=O)C1)[C@@H]32	-2
Cc1noc(C)c1S(=O)(=O)Nc1cccc2c1O[C@@H](CN(C)S(=O)(=O)c1ccc(Cl)cc1)[C@@H](C)CN([C@@H](C)CO)C2=O	6
COC(=O)COc1c(Sc2ccc([N+](=O)[O-])cc2)c(C)nn1-c1ccccc1	?
COc1cc(CC(CO)C(CO)Cc2ccc(O)c(OC)c2)ccc1O (stereo unspecified)	4
COc1cc(/C=C2/SC(=S)NC2=O)ccc1OC(=O)c1cccc(C)c1	-3
O=S(=O)(NC1CCN(Cc2cccc(OCCO)c2)CC1)c1ccc(Cl)cc1	21
CNC[C@@H]1Oc2c(NC(=O)NC3CCCCC3)cccc2C(=O)N([C@H](C)CO)C[C@H]1C	-6

Looked up one by one from the list above, 5 records:
SMILES	U2OS ROS induce
CC(C)(C)NC(=O)c1cccc(NC(=O)COc2ccc3ccccc3c2)c1	3
CCc1ccc(S(=O)(=O)/N=C2/C=C(Nc3ccccc3)C(=O)c3ccccc32)cc1	23
COc1ccc(S(=O)(=O)N(C)C[C@H]2Oc3ccc(NS(=O)(=O)c4ccc(F)cc4)cc3CC(=O)N([C@@H](C)CO)C[C@@H]2C)cc1	8
Cc1ccccc1/C=N/NC(=O)CCCCCC(=O)O	-19
COc1cc(CC(CO)C(CO)Cc2ccc(O)c(OC)c2)ccc1O (stereo unspecified)	4
